GPR35 antagonists: inhibition of zaprinast-stimulated GPR35 beta-arrestin translocation – imaging, U2OS, beta-arrestin-GFP, zaprinast agonist, primary screen (AID 2058); actives 0.052% (n = 290,000); inhibition, % at 10 µM, or IC50 in µM where a hit was titrated; U2OS GPR35 beta-arrestin-GFP translocation imaging, zaprinast antagonism; higher % means a stronger effect;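 active = inhibition of at least 50% with at least 30 cells and total cytoplasm GFP at most 10,000,000; inconclusive = under 30 cells or total GFP of 10,000,000 plus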
Dengue-2 NS5 capping: Dengue-2 NS5 methyltransferase inhibitors, primary screen, biochemical, confirmation dose response (AID 588689). Dengue-2 NS5 methyltransferase capping enzyme assay, biochemical; higher % means a stronger effect. one-dose inhibition, % at 25 µM; IC50 in µM for titrated hits. actives 0.3% (n = 340,000); in the data active = a potency from the dose series; inconclusive = inhibition above about 29% without an active follow-up result
GPR55 activation: GPR55 agonists via beta-arrestin recruitment, primary screen, imaging, U2OS cells, beta-arrestin-GFP redistribution (AID 1961). U2OS GPR55 beta-arrestin-GFP redistribution imaging; higher % means a stronger effect. one-dose activation, % at 10 µM; EC50 in µM for titrated hits. actives 0.048% (n = 290,000);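 active = activation above 40% with more than 50 cells counted in the well; inconclusive = wells holding fewer than 50 cells, flagged as toxic or sparse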;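 also: U2OS osteosarcoma cells stably expressing GPR55 and beta-arrestin-GFP; plate controls were DMSO negative control for no effect and LPI positive control for full effect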
GPR55 LPI antagonism: GPR55 antagonists blocking LPI-driven arrestin recruitment, primary screen, imaging, U2OS, beta-arrestin-GFP, LPI agonist (AID 2013) | actives 0.13% (n = 290,000) | U2OS GPR55 beta-arrestin-GFP translocation imaging, LPI antagonism; higher % means a stronger effect | inhibition, % at 10 µM, or IC50 in µM where a hit was titrated;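 active = spots per cell inhibited over 60%, with over 100 cells counted and total cytoplasm intensity under 500,000; inconclusive = wells with under 100 cells, flagged as likely toxic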;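 also: U2OS cells stably carrying GPR55 and arrestin-GFP stimulated by 5 µM LPI near EC80; imaged beta-arrestin-GFP aggregate spots per cell after agonist stimulation; plate controls were LPI-stimulated DMSO wells for no effect and DMSO wells without LPI for full effect; some results filed as inactive read as strong as hits; confirmed hits need IC50 under 10 µM and bright autofluorescent wells are also inconclusive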
K1F lysis inhibition: inhibition of K1F phage lysis, E. coli UTI89, bacterial capsule biogenesis inhibitors, alamar blue (AID 488966). E. coli UTI89 K1F phage lysis, alamar blue, 2 h; higher % means a stronger effect. inhibition, % at 100 µM; hits with a dose series show IC50 in µM. actives 0.02% (n = 340,000);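 active = phage lysis inhibition, versus mean bacterial control, above a set limit; inconclusive = no clear call, values can overlap the other calls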;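 also: capsule biogenesis inhibitors block K1F phage lysis so surviving cells raise fluorescence; higher fluorescence means more inhibition of phage lysis; actives were called in the ten point dose series up to 300 µM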
HIV peptide binding: inhibitors of HIV fusion peptide binding, primary screen, biochemical, uHTS, fluorescence dequenching (AID 1986); cell-free peptide binding, fluorescence dequenching, 30 min; higher % means a stronger effect; actives 0.3% (n = 290,000); inhibition, % at 20 µM, or IC50 in µM where a hit was titrated; in the data active = inhibition mostly above about 52%, no sharp cut-off; inactive = mostly below about 76%; also: some results filed as inactive read as strong as hits
SIAH1 antagonists: blockers of Siah-1 interaction with plectin peptide – biochemical, fluorescence polarization, rhodamine-plectin, uHTS, primary screen (AID 1817); Siah-1 / rhodamine-plectin peptide fluorescence polarization; higher % means a stronger effect; one-dose displacement, % at 20 µM; IC50 in µM for titrated hits; actives 0.02% (n = 290,000);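 active = displacement of at least 50% at 20 µM, with a fluorescence ratio check between 0.3 and a set limit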;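 also: plate controls were Siah plus tracer with DMSO for no effect and tracer alone without Siah for full effect; strong numbers were not always called active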
NTR1 ag: agonists of NTR1, primary screen, imaging, U2OS cells, beta-arrestin-GFP, high content (AID 493036). activation, % at 20 µM. actives 0.17% (n = 330,000). NTR1-U2OS beta-arrestin-GFP spot imaging, agonist mode. P30989;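 active = activation at or above 40% of the spot to cytoplasm intensity ratio, with at least 20 cells analyzed; inconclusive = wells under 20 cells, flagged as cytotoxic or low count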;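 also: 0% = DMSO without peptide and 100% = 100 nM NTR1 peptide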
Target sequence (P30989 whole entry, looked up): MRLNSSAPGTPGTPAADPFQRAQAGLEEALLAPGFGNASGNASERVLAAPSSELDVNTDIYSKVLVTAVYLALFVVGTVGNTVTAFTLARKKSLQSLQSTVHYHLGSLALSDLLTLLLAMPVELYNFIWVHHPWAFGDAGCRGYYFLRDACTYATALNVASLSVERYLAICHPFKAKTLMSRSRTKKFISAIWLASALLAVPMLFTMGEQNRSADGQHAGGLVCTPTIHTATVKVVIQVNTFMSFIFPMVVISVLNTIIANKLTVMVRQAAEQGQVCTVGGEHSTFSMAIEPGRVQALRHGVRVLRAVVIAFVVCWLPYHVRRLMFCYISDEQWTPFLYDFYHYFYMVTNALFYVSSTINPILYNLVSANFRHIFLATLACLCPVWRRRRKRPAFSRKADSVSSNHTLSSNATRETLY
AID2073: disruptors of CaV2.2 binding to Mint1 – biochemical, HTRF (AID 2073) | one-dose inhibition, % at 20 µM; IC50 in µM for titrated hits | HTRF protein-protein interaction, Mint1-CaV2.2; higher % means a stronger effect | actives 0.19% (n = 290,000); in the data active = inhibition mostly above about 51%, no sharp cut-off; inconclusive = no clear call, values can overlap the other calls; inactive = mostly below about 53%; also: some results filed as inactive read as strong as hits
NTR1 ag cell count 20 µM: further read-out of NTR1 ag, marked with its call; cell count; measured here: cell count, cytotoxicity flag
Dengue-2 NS5 capping pilot replicate: second read-out of Dengue-2 NS5 capping, no call of its own (marks repeat the call); inhibition, %; measured here: pilot screen replicate inhibition
* marks the source's active call; other numbers are inactive results; ? = inconclusive; nt = not tested or not shown; [ ] = dose if it differs, or a comment.

SMILES	GPR35 antagonists	Dengue-2 NS5 capping	GPR55 activation	GPR55 LPI antagonism	K1F lysis inhibition	HIV peptide binding	SIAH1 antagonists	NTR1 ag	NTR1 ag cell count 20 µM	AID2073	others
CCCCn1c(SCC(=O)Nc2cc(C)on2)nnc1-c1ccco1	5.6%	-2.9%	0.3%	2.6%	0.6%	2.4%	0.0%	-1.6	56	-3.9%
CC(=O)N1C(=O)C2(C(C#N)=C(N)Oc3cc(C)oc(=O)c32)c2ccccc21 (configuration not stated)	15.0%	3.2%	-0.1%	1.0%	0.5%	-0.4%	6.9%	0.3	85	6.5%
CCOC(=O)N1CCN(Cc2nc3c(c(=O)n(C)c(=O)n3C)n2CCC(C)C)CC1	3.3%	2.8%	-0.1%	-1.3%	-1.0%	0.2%	2.1%	3.9	69	-5.9%
COC(=O)C1(S(=O)(=O)C2(C(=O)OC)CCCC2)CCCC1	5.1%	-7.6%	-1.0%	-4.4%	5.8%	7.8%	2.5%	0.8	69	-5.6%
Cc1oc(S(=O)(=O)N(C)C)cc1C(=O)Nc1ccc(F)cc1	6.5%	-1.6%	0.2%	10.5%	0.4%	-0.9%	3.5%	-0.6	58	-9.8%
Cc1ccc(-n2c(C)nc3c(cnn3-c3ccccc3Cl)c2=O)cc1C	14.0%	0.8%	-0.1%	11.4%	0.0%	-0.8%	-1.8%	1.4	66	3.2%
NS(=O)(=O)c1ccc(CCNc2cc(=O)n(Cc3ccc(F)cc3)c(=O)[nH]2)cc1	0.7%	-0.8%	-0.1%	8.2%	1.7%	1.9%	1.7%	0.9	70	4.2%
CC(C)[C@H](NS(=O)(=O)c1ccc2c(c1)OCCO2)C(=O)OCC(=O)Nc1cccc(Cl)c1Cl	-3.2%	-1.5%	0.1%	-2.6%	-6.6%	-1.0%	-1.4%	3.2	42	-1.4%
CCC(NC(=O)NCc1ccccc1)(C(F)(F)F)C(F)(F)F	11.8%	-4.7%	-0.3%	-2.6%	0.5%	2.5%	0.1%	0.1	49	-3.4%
CCN1CCc2c(OCC(=O)N3CCC(C)CC3)cccc2C1=O	-0.1%	-3.8%	-1.0%	3.3%	0.5%	2.1%	-1.9%	0.5	69	1.6%
NCCCC[C@H]1CNC(=O)C(=O)N1CC1CCCCC1	-7.3%	-4.1%	-0.1%	-5.4%	0.7%	-1.1%	-0.9%	-2.6	88	20.1%
Clc1ccc2c(c1)C1=C(C(c3ccncc3)O2)C(c2ccc(Br)cc2)n2ncnc2N1 (configuration not stated)	3.4%	-2.0%	-0.1%	23.9%	3.7%	0.3%	-1.3%	6.0	56	4.3%
CCOC(=O)CCc1c(C)nc(-n2[nH]c(C)c(CCO)c2=O)[nH]c1=O	-2.5%	4.2%	-0.5%	8.2%	0.9%	2.8%	-4.1%	1.1	50	-10.2%
CC(=O)NC1C(=O)N(CC(C)C)c2ccccc21 (configuration not stated)	7.1%	-3.4%	0.4%	4.9%	1.0%	-1.5%	0.0%	2.2	82	-2.7%	Dengue-2 NS5 capping pilot replicate=-2.1
Cc1cccc(C)c1NC(=S)NCCc1ccccn1	-3.5%	-4.3%	-0.2%	3.3%	3.0%	-4.9%	-6.5%	1.2	74	-7.4%
Nc1nnc(SCC(=O)NC2CCCc3ccccc32)s1 (configuration not stated)	9.5%	-2.9%	-0.1%	-2.1%	0.0%	0.9%	-1.4%	-0.9	46	3.7%
COc1cccc(C(=O)c2cn(CC(=O)NCc3ccco3)c3nc(C)ccc3c2=O)c1	-1.1%	-5.4%	-0.2%	8.2%	0.1%	4.9%	-6.2%	0.9	80	16.1%
O=C(CN1CCN(C(=O)C2CCCO2)CC1)Nc1c(Cl)cccc1Cl (configuration not stated)	-13.9%	-5.2%	0.5%	13.1%	4.6%[50 µM]	1.2%	3.2%	1.6	66	24.0%
CC(=O)N1N=C(c2cccs2)CC1c1cccs1 (configuration not stated)	7.0%	nt	-0.1%	2.4%	0.1%	-0.6%	2.7%	0.7	29	?
CCCC1=Nc2cc(C(=O)N3CCCC3)ccc2Sc2ccc(C)cc21	-26.6%	-10.0%	-0.1%	-30.5%	-0.2%	-1.9%	-5.6%	1.4	70	11.3%
CC(C)NCCOc1cccc(Br)c1	1.0%	-6.4%	-0.1%	10.5%	5.5%	2.4%	5.2%	-5.0	64	2.4%
CCCCC(=O)Nc1nc2ccc3nc(C)sc3c2s1	-1.5%	-1.4%	-0.5%	-1.1%	0.1%	2.0%	6.7%	3.8	54	-6.0%
C=CCn1c(-c2ccc3[nH]c(C)c(C)c3c2)n[nH]c1=S	1.1%	-8.3%	0.3%	1.5%	0.2%	-1.1%	0.1%	2.9	49	-22.9%
COc1cc(S(=O)(=O)NCc2ccncc2)c(OC)cc1Cl	0.3%	-4.4%	-0.2%	2.7%	0.1%	-0.4%	3.4%	-0.6	28	0.5%
CCOc1cc(C(=O)NCCC(=O)N2CCC3(CC2)NCCc2[nH]cnc23)cc(OCC)c1OCC	-8.9%	-6.2%	-0.2%	2.1%	0.2%	1.8%	1.7%	0.4	78	1.5%
Clc1ccc(-c2csc(-c3ccno3)n2)cc1	-9.8%	-5.4%	0.5%	5.1%	-0.9%	-0.4%	7.4%	2.4	62	-3.1%
COc1ccc(Cl)cc1N(C(=O)c1ccco1)C(C(=O)NC1CCCC1)c1cccnc1 (configuration not stated)	29.2%	3.2%	0.3%	45.2%	0.4%	-0.3%	-1.2%	1.0	42	10.3%
CNC(=O)COC(=O)/C=C/c1cccs1	6.9%	-4.4%	-0.6%	0.1%	0.1%	-0.1%	0.0%	0.7	63	4.2%
Cc1ccn2c(NC3CCCC3)c(-c3ccncc3)nc2c1	-1.2%	-4.8%	-0.2%	11.4%	-0.2%[50 µM]	-1.2%	-1.7%	3.2	74	4.0%
O=C(Nc1ccn(Cc2ccccc2F)n1)c1ccc(COc2ccccc2Cl)cc1	-24.2%	-4.1%	0.3%	23.0%	3.6%	-2.0%	1.9%	0.1	71	-4.6%
Cn1nc(CC(=O)NC2CCCCCC2)c2ccccc2c1=O	12.6%	-1.4%	-0.1%	-4.2%	-0.2%	-3.1%	-0.5%	-0.8	88	3.6%
O=C(CCc1nc(-c2ccccc2F)no1)Nc1cccnc1	-3.8%	-3.9%	0.0%	7.0%	1.7%[50 µM]	0.1%	1.6%	0.0	53	-0.3%
Cc1cc2ccccn2c1C(=S)NC(=O)c1ccccc1	-0.7%	0.7%	0.2%	4.8%	13.1%	4.7%	-1.1%	-2.5	68	-12.4%
COC(=O)c1ccc(OCC(O)CNC2CCCC2)cc1 (configuration not stated)	-2.2%	nt	-0.1%	7.2%	0.1%	1.4%	6.5%	0.2	54	7.6%
CCNc1nc(NCC)n2c(SCC(=O)Nc3ccccc3[N+](=O)[O-])nnc2n1	-0.9%	-8.7%	-0.3%	15.3%	0.1%[50 µM]	0.1%	5.6%	-0.8	64	-2.2%
O=C(COC(=O)/C=C/c1ccccc1Cl)NCCc1ccc(Cl)cc1Cl	-5.6%	2.9%	-0.2%	-0.6%	0.5%[50 µM]	-0.1%	-1.6%	0.5	84	-0.7%
O=C(N/N=C/c1ccncc1)NC1CCCCC1	-4.1%	-6.9%	-0.3%	-0.5%	3.1%	1.4%	4.7%	0.9	37	-2.1%
COc1ccc(-n2nnnc2S(=O)(=O)Cc2ccc(C(=O)O)cc2)cc1	6.4%	-47.3%	0.2%	-6.9%	-0.4%	-0.3%	-4.7%	0.8	73	-4.0%	Dengue-2 NS5 capping pilot replicate=-30.6
COc1cc(NC(=O)CN2CCC(Cc3ccccc3)CC2)c(C)cc1[N+](=O)[O-]	10.2%	0.0%	-0.1%	12.0%	4.0%	0.2%	-2.2%	1.3	68	-2.5%
COc1cccc(CNC(=O)c2nnn(CC(=O)Nc3cccc(C)c3)c2N)c1	-1.2%	-0.9%	-0.2%	10.1%	0.0%	2.6%	9.5%	0.0	68	11.5%
O=C(Nc1ccccc1)c1ccc(CN2CCc3ccccc3C2)cc1	5.1%	0.7%	-0.4%	-5.0%	1.9%	1.9%	4.1%	-0.1	45	-6.3%
CC1CCC(NC(=O)CCS(=O)(=O)c2ccc3c(c2)CC(C)N3C(=O)C2CC2)CC1 (configuration not stated)	-4.6%	-2.7%	0.2%	-4.6%	-0.3%	-1.7%	-8.3%	0.1	49	0.9%
COc1ccc(CN2CCCC(CNC(=O)c3ccc(F)cc3)C2)c(C)c1C (configuration not stated)	0.0%	-5.4%	0.1%	-8.0%	0.4%	-0.5%	8.7%	-1.4	62	5.0%
O=C(c1cccc(N2C(=O)C3C4C=CC(C4)C3C2=O)c1)N1CCCc2ccccc21 (configuration not stated)	-14.2%	-1.5%	-0.4%	10.2%	0.3%	0.0%	-3.8%	0.3	55	?
CCN1CCN(C(=O)c2ccc3c(=O)n(CCc4ccccc4)c(=O)[nH]c3c2)CC1	5.1%	-6.5%	0.3%	-1.4%	-0.3%	0.5%	7.6%	3.5	48	4.9%
CCC(C(=O)Nc1nccs1)c1ccccc1 (configuration not stated)	4.0%	3.2%	0.0%	8.7%	0.1%	-1.2%	-1.3%	0.2	92	-6.0%
COc1ccc(CCCc2nnc(SCC(=O)NN)o2)c(C)c1	0.8%	-2.0%	0.6%	6.6%	0.2%	-2.0%	9.4%	-1.3	73	3.4%
CCS(=O)(=O)Nc1cccc(C2=NN(S(C)(=O)=O)C(c3ccccc3)C2)c1 (configuration not stated)	7.6%	-7.3%	0.2%	-2.4%	0.0%	2.3%	-2.3%	-0.5	89	34.1%

In the list so far, these contain a thiophene ring, fused or not.
SMILES	GPR35 antagonists	Dengue-2 NS5 capping	GPR55 activation	GPR55 LPI antagonism	K1F lysis inhibition	HIV peptide binding	SIAH1 antagonists	NTR1 ag	NTR1 ag cell count 20 µM	AID2073	others
CC(=O)N1N=C(c2cccs2)CC1c1cccs1 (configuration not stated)	7.0%	nt	-0.1%	2.4%	0.1%	-0.6%	2.7%	0.7	29	?
CNC(=O)COC(=O)/C=C/c1cccs1	6.9%	-4.4%	-0.6%	0.1%	0.1%	-0.1%	0.0%	0.7	63	4.2%

Bioassay records (PubChem BioAssay)

Compounds were not picked by outcome; about 1.2% have a hit in one of these screens.
